High-throughput results deposited in PubChem BioAssay by several laboratories.
STEP inh – blocks human striatal-enriched tyrosine phosphatase; P54829; recombinant STEP, OMFP fluorogenic substrate, fluorescence; inhibition, % at 20 µM; hit rate 0.25% among 360,000;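 active = inhibition at 20 µM, scaled per plate between control wells, above about 37%, limit read from the data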;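 also: 0% = DMSO with enzyme and substrate and 100% = substrate only without enzyme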
Target sequence (P54829 whole entry, looked up): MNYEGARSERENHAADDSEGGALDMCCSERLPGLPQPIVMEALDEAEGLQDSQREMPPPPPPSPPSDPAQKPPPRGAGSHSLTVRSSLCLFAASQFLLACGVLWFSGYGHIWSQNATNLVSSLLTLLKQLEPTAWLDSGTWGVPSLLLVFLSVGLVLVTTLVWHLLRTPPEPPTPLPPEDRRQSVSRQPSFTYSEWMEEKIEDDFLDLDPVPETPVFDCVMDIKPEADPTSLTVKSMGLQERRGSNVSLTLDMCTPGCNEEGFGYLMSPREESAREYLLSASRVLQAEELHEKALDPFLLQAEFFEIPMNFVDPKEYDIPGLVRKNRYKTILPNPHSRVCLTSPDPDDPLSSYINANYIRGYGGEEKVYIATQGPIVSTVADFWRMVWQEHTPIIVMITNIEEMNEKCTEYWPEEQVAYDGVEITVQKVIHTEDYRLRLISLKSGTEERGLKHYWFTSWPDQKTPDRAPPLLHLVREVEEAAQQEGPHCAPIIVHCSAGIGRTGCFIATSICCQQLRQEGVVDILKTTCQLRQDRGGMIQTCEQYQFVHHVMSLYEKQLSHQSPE
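Test system: STEP tyrosine phosphatase / Reagent: OMFP at 25 µM / Doses: 20 µM, 1% DMSO / Read-out: percent inhibition scaled to no-enzyme and uninhibited-enzyme controls, plate-pattern corrected / Detection: FITC-channel fluorescence of OMFP product / Medium: Bis-Tris buffer pH 6.0, 2.5 mM DTT, 0.005% Tween 20 / Schedule: 20 min at room temperature, dark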
Scp-1 inhibitor – Scp-1 (human) phosphatase inhibition; inhibition, % at 20 µM; Q9GZU7; hit rate 0.88% among 340,000; AID 493091; Recombinant Scp1, phosphopeptide, malachite green phosphate absorbance;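 active = inhibition above about 50% at 20 µM, limit read from the data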;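 also: plate controls were DMSO wells with enzyme for no effect and wells lacking enzyme for full effect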
Target sequence (Q9GZU7 76-261 limits assumed): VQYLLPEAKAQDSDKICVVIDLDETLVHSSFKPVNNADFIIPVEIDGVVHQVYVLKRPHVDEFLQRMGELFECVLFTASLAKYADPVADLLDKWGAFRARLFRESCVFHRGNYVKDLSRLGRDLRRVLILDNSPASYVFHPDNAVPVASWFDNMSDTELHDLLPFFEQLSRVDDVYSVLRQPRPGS
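Incubation: 45 min enzyme reaction at room temperature / System: truncated SCP-1 phosphatase (76-261aa) / Reagent: Phospho 17-mer peptide substrate / Buffer or medium: Acidic Tris acetate buffer with magnesium and detergent / Signal: absorbance at 630 nm / Doses: one concentration, 20 µM, with 1.0% DMSO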
DNMT1 inh – blocks human DNA methyltransferase DNMT1 | P26358 | DNMT1 molecular beacon, Hinp1I cleavage, fluorescence | inhibition (reported as % activation of signal), % at 10 µM | hit rate 0.83% among 360,000 | AID 588458; in the data active = inhibition above about 50%
Neddylation inh – blocks human cullin neddylation | hit rate 0.58% among 360,000 | P61081+Q13564 | TR-FRET cullin neddylation, biochemical | calls only at 25 µM; in the data active = inhibition above about 36%
NadD inh – NadD (S. aureus) enzyme inhibition; purified NadD enzyme, colorimetric absorbance read-out; inhibition, % at 20 µM; hit rate 0.78% among 360,000; AID 602399; in the data active = inhibition above about 26%; also: some compounds past the cut are filed as inactive
SUMO1 PPI mod – modulators of human SUMO1-mediated protein-protein interactions | hit rate 0.33% among 360,000 | inhibition, % at 20 µM | P63165 | SUMO1 binding to a labelled peptide, TR-FRET, 1 h; in the data active = inhibition above about 37%
Target sequence (P63165 whole entry, looked up): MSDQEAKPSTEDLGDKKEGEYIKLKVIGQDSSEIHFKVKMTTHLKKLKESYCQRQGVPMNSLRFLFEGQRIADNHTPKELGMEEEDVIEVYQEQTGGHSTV
TbMetRS inhib – blocks T. brucei methionyl-tRNA synthetase activity | purified T. brucei MetRS, ATP depletion, Kinase-Glo luminescence | inhibition, % at 11.9 µM | hit rate 0.4% among 360,000;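 active = inhibition above a per-plate cutoff of the control wells' mean inhibition plus 3 SD, cut at about 5.5% in these data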;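 also: 0% = DMSO wells median and 100% = median of wells with control inhibitor compound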
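assay system = parasite MetRS enzyme | timing = 15 min preincubation, 2 h reaction, all 25 °C | evaluation = percent inhibition relative to median high and low control wells | medium = HEPES buffer containing pyrophosphatase, BSA, spermine, DTT | compound = single dose, 11.9 µM final nominal, 0.9% final DMSO | detection = Kinase-Glo luminescence, ATP depletion format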
NRP1-CendR mod – modulators of CendR peptide binding to human neuropilin-1. hit rate 0.85% among 360,000. FAM-RPARPAR peptide binding to NRP-1, fluorescence polarization. O14786. inhibition, % at 25 µM;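 active = inhibition or corrected inhibition above about 18%, plus a signal ratio from 0.5 to 1.5, limit read from the data, passing the limit was not always enough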; also: strong numbers were not always called active
SKN-1 block – C. elegans SKN-1 inhibition | C. elegans VP596 Pgst-4::GFP/RFP ratio, acrylamide-induced, 24 h | inhibition, % at 21.8 µM | hit rate 0.49% among 360,000 | AID 624304;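 active = interference check ratio from 0.5 to 1.5 plus GFP to RFP signal ratio inhibition reaching or exceeding a fixed threshold, cut at about 30% in these data, passing the limit was not always enough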; also: some compounds called inactive have numbers as strong as hits
LMPTP block – blocks human LMPTP phosphatase; recombinant LMPTP-A, OMFP fluorogenic substrate, fluorescence intensity; inhibition, % at 20 µM; hit rate 0.22% among 360,000; AID 651560;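 active = compounds that cut the enzyme signal by at least half of the control window in the single-dose screen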;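 also: plate controls were DMSO wells with enzyme plus substrate for no effect and substrate without enzyme for full effect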
Target sequence (P24666 whole entry, looked up): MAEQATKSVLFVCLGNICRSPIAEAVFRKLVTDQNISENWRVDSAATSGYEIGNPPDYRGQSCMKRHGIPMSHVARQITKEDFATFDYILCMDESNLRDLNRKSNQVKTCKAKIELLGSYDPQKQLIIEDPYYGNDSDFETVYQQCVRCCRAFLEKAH
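Test system – LMPTP-A enzyme · Amount – LMPTP-A at 0.625 nM final in the reaction · Buffer or medium – Bis-Tris pH 6.0, DTT, detergent · Reagent – OMFP 400 µM · Doses – single 20 µM dose · Schedule – reaction 50 min, room temperature, dark · Detection – fluorescence intensity of OMFP turnover product · Evaluation – percent inhibition versus substrate-only and uninhibited controls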
An asterisk follows results filed as active; i = inactive; · = not tested or not shown.

entry	NadD inh	NRP1-CendR mod	SUMO1 PPI mod	DNMT1 inh	LMPTP block	structure	TbMetRS inhib	SKN-1 block	Scp-1 inhibitor	Neddylation inh	STEP inh
1	-8	-3	4	-4	3.6	COc1ccccc1N(C)S(=O)(=O)c1ccc(C(=O)N(C)Cc2ccc(Cl)s2)cc1	-0.3	22	-25	i	-1
2	0	0	1	15	-1.3	CC(=O)N(Cc1cccnc1)Cc1cc2ccccc2[nH]c1=O	-0.6	15	-1	i	1
3	-6	0	1	-5	2.1	COc1ccc(CC(=O)Nc2c(C(=O)N3CCN(c4ccccc4)CC3)oc3ccccc23)cc1OC	-0.2	-5	-8	i	-2
4	-5	12	4	-5	0.1	CC(C)c1ccc(C2OCC(C)([N+](=O)[O-])CO2)cc1 (stereo not drawn)	-0.2	31	-5	i	-2
5	-6	-7	0	-4	-0.4	Cc1occc1C(=O)Nc1cccc([N+](=O)[O-])c1C	-0.2	-3	-11	i	-3
6	-8	12	2	12	0.6	O=C(CSc1nnc(-c2ccc(Br)cc2)o1)Nc1cccc2ccccc12	-0.2	5	-6	i	-1
7	22	9	-1	19	4.5	COc1cccc(NC(=S)NCc2ccc3c(c2)cc(C)n3C)c1	0.1	35	-11	i	-3
8	-3	9	0	0	-0.9	CCOC(=O)C(Cc1ccccc1)C(=O)c1ccco1 (stereo not drawn)	-0.2	3	-4	i	2
9	-4	-4	-1	-2	6.4	Cc1ccc(-c2nnc(-c3ccccc3S(=O)(=O)Cc3ccc(Cl)cc3)o2)cc1	-0.7	29	1	·	0
10	-7	1	1	-1	0.7	COC(=O)c1sccc1NC(=O)c1cccc(OC)c1	-0.9	3	-20	i	6
11	16	-2	-5	-8	2.8	COc1cccc(/C=N/NC(=O)c2cc(C34CC5CC(CC(C5)C3)C4)[nH]n2)c1	-1.2	13	-11	i	4
12	2	0	1	0	0.3	O=C(c1noc2c1CCc1ccccc1-2)N1CCOCC1	-1.0	-6	-4	i	-3
13	5	-2	0	0	-1.3	CCn1c(-c2ccc3ncccc3c2)n[nH]c1=S	0.1	-1	-11	i	-3
14	3	3	-1	3	3.1	COc1ccc(C(F)(F)F)cc1N/C=C\c1nnnn1-c1ccc(C)cc1	-0.4	11	-4	i	4
15	0	5	-1	0	1.2	Cc1ccccc1SCC(=O)Nc1cc(S(=O)(=O)N2CCOCC2)ccc1N1CCOCC1	-0.1	1	-8	i	1
16	3	8	-3	-10	2.1	COc1cccc(-c2cc(=O)[nH][nH]2)c1	0.4	4	3	i	3
17	3	7	-2	-2	-1.8	CN(C)S(=O)(=O)N1CCN(c2ccccc2Cl)CC1	0.5	3	-3	i	-5
18	-6	9	4	-4	0.8	O=C(COc1ccc(Br)cc1CO)N1CCCc2ccccc21	-0.5	-16	-5	i	-1
19	3	-2	4	-8	2.2	CC(=O)Nc1cccc(-c2ccnc3c2CC(C)(C(=O)Nc2ccc(C(C)C)cc2)O3)c1 (stereo not drawn)	-0.2	-4	·	i	-3
20	-6	7	0	1	0.1	O=C(Nc1ccc(Cl)cc1C(=O)NCC1CCCO1)c1ccc(Cl)cc1Cl (stereo not drawn)	-0.3	1	-5	i	-2
21	-1	-12	-1	0	-1.7	CCOC(=O)C1CCN(C(=O)c2cccnc2Cl)CC1	-0.5	16	-8	i	-3
22	-2	-5	5	0	-1.0	Cc1cc(O)c(/C=N/Nc2cccc(Cl)c2)c(=O)o1	-0.2	-20	-17	i	-1
23	2	18	-6	0	1.2	CCC/C(=N\NC(=O)c1ccc(OC)c(OC)c1)c1ccccc1	-0.3	-2	-3	i	3
24	-9	-6	3	4	0.0	CN(CC(=O)Nc1ccc(S(=O)(=O)N2CCCC2)cc1)CC(=O)Nc1cccc(F)c1	-0.2	-8	12	i	-3
25	18	21	82*	4	2.8	Cn1c(/N=C/c2c(O)ccc3ccccc23)nc2ccccc21	0.6	15	-4	i	0
26	-7	13	-1	-5	-0.7	Cc1ccc(NC(=O)C2CCC2)cc1S(=O)(=O)N1CCCCCC1	-0.3	-7	-7	i	0
27	-4	-4	-3	-3	-1.4	N#Cc1ccc(OCC(=O)NC(=O)NC2CCS(=O)(=O)C2)cc1 (stereo not drawn)	-0.4	4	-2	i	-1
28	-7	8	-2	11	0.2	CC(=O)N(Cc1ccccc1)C(CC(=O)NCc1ccccc1)C(=O)O (stereo not drawn)	-0.2	7	-12	i	1
29	-5	0	2	1	-0.9	CCOC(=O)Cn1c(=O)sc2ccccc21	-0.2	7	-3	i	-1
30	1	9	1	1	-1.6	CC(=O)N/C(=C\c1ccccc1)C(=O)OCC(=O)c1ccccc1	-0.4	-17	-4	i	-2
31	2	-2	11	-4	-0.4	O=C(COC(=O)c1c(F)cccc1F)Nc1ccc2[nH]c(=O)[nH]c2c1	-0.4	-5	15	i	0
32	2	-1	4	0	-0.3	Cc1cccc(OCC(=O)NC2CC(C)(C)NC(C)(C)C2)c1	0.3	-4	-3	i	-2
33	45*	2	-1	-4	1.8	Cc1ccc(N2C(=O)C3N=NN(CC(=O)N4N=C(c5cccc6ccccc56)CC4c4ccccc4)C3C2=O)cc1 (stereo not drawn)	-0.3	-2	8	i	5
34	-2	2	-4	-1	-1.2	CCN1C(=O)/C(=C/N(C)C)c2ccccc21	-0.4	-11	0	i	4
35	-2	-10	30	3	-2.4	CC(C)(CNC(=O)c1cccc(S(=O)(=O)N2CCCCC2)c1)N1CCOCC1	-0.2	0	·	i	-3
36	-6	-7	12	0	-0.3	COc1ccc(NC(=O)CN(c2ccc(Cl)cc2)S(C)(=O)=O)cc1OC	0.1	21	-7	i	-1
37	5	3	22	2	1.0	COc1ccc(C2C(C#N)=C(N)Nc3nc4ccccc4n32)cc1 (stereo not drawn)	-0.7	-3	3	·	0
38	-4	-4	1	4	-0.7	COC(=O)Cn1cnc2c(nnn2-c2cccc(OC)c2)c1=O	-0.7	2	-4	i	0
39	-4	-7	2	-5	0.6	O=C(CCNC(=O)c1ccco1)NC(Cc1c[nH]c2ccccc12)C(=O)O (stereo not drawn)	-0.3	-6	18	i	1
40	4	-4	3	1	1.1	O=C1CN(C(=O)CSc2ccc(-c3ccc(F)cc3)nn2)c2ccccc2N1	-1.0	10	2	i	-2
41	0	2	5	1	-0.3	Cc1nc(CSc2ccc(Cl)cc2)cs1	-0.6	2	-3	i	-1
42	2	-10	1	-3	-2.4	O=C(CNC(=O)C1CCCCC1)Nc1ccccc1	-0.3	-6	-5	i	0
43	20	-12	4	-1	-0.9	Cc1ccc(S(=O)(=O)N2[C@H](c3cccc(Cl)c3)CC(=O)[C@@H]3CN(S(=O)(=O)c4ccccc4C)[C@H](c4ccc(Cl)cc4)C[C@@H]32)cc1	-1.2	1	·	i	0
44	4	5	3	5	-0.4	CC1=C(C(=O)N2CCOCC2)CC(CC(=O)NC2CCCCC2)C(=O)N1CCCN1CCCC1=O (stereo not drawn)	-1.1	3	·	i	3
45	2	-8	-30	0	0.7	Clc1cccc(Cl)c1C[n+]1ccc2ccccc2c1	-1.1	-13	-4	i	-3
46	-1	0	1	9	-2.0	COc1ccc(CC(=O)NCC2CCCN(Cc3ccc(F)c(OC)c3)C2)cc1 (stereo not drawn)	0.3	-6	1	i	-1
47	-1	-8	-1	3	0.2	OC(COC(c1ccccc1)c1ccccc1)CN1CCCCC1 (stereo not drawn)	-0.8	-5	8	i	-2
48	-5	-4	-1	2	0.2	Cc1ccc(-c2csc(N=C(N)N)n2)cc1	0.2	23	26	i	3

Shown with one line to a screen: 9 of the compounds above.
40) O=C1CN(C(=O)CSc2ccc(-c3ccc(F)cc3)nn2)c2ccccc2N1
41) Cc1nc(CSc2ccc(Cl)cc2)cs1
42) O=C(CNC(=O)C1CCCCC1)Nc1ccccc1
43) Cc1ccc(S(=O)(=O)N2[C@H](c3cccc(Cl)c3)CC(=O)[C@@H]3CN(S(=O)(=O)c4ccccc4C)[C@H](c4ccc(Cl)cc4)C[C@@H]32)cc1
44) CC1=C(C(=O)N2CCOCC2)CC(CC(=O)NC2CCCCC2)C(=O)N1CCCN1CCCC1=O (stereo not drawn)
45) Clc1cccc(Cl)c1C[n+]1ccc2ccccc2c1
46) COc1ccc(CC(=O)NCC2CCCN(Cc3ccc(F)c(OC)c3)C2)cc1 (stereo not drawn)
47) OC(COC(c1ccccc1)c1ccccc1)CN1CCCCC1 (stereo not drawn)

| Assay by compound | 40 | 41 | 42 | 43 | 44 | 45 | 46 | 47 |
| --- | --- | --- | --- | --- | --- | --- | --- | --- |
| NadD inh | 4 | 0 | 2 | 20 | 4 | 2 | -1 | -1 |
| NRP1-CendR mod | -4 | 2 | -10 | -12 | 5 | -8 | 0 | -8 |
| SUMO1 PPI mod | 3 | 5 | 1 | 4 | 3 | -30 | 1 | -1 |
| DNMT1 inh | 1 | 1 | -3 | -1 | 5 | 0 | 9 | 3 |
| LMPTP block | 1.1 | -0.3 | -2.4 | -0.9 | -0.4 | 0.7 | -2.0 | 0.2 |
| TbMetRS inhib | -1.0 | -0.6 | -0.3 | -1.2 | -1.1 | -1.1 | 0.3 | -0.8 |
| SKN-1 block | 10 | 2 | -6 | 1 | 3 | -13 | -6 | -5 |
| Scp-1 inhibitor | 2 | -3 | -5 | · | · | -4 | 1 | 8 |
| Neddylation inh | i | i | i | i | i | i | i | i |
| STEP inh | -2 | -1 | 0 | 0 | 3 | -3 | -1 | -2 |

48) Cc1ccc(-c2csc(N=C(N)N)n2)cc1

| Assay by compound | 48 |
| --- | --- |
| NadD inh | -5 |
| NRP1-CendR mod | -4 |
| SUMO1 PPI mod | -1 |
| DNMT1 inh | 2 |
| LMPTP block | 0.2 |
| TbMetRS inhib | 0.2 |
| SKN-1 block | 23 |
| Scp-1 inhibitor | 26 |
| Neddylation inh | i |
| STEP inh | 3 |
